Screens: PubChem BioAssay, several laboratories
TLR4-MyD88 BLA = blocks binding of human TLR4 to MyD88. HeLa CL3-4 TLR4/MyD88 BLA complementation, FRET ratio. O00206+Q99836. hit rate 0.18% among 200,000. inhibition, % at 8.4 µM. AID 861; in the data active means inhibition above about 25%;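 further: 0% = vehicle and 100% = reference inhibitor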
Target sequence (O00206 whole entry, looked up): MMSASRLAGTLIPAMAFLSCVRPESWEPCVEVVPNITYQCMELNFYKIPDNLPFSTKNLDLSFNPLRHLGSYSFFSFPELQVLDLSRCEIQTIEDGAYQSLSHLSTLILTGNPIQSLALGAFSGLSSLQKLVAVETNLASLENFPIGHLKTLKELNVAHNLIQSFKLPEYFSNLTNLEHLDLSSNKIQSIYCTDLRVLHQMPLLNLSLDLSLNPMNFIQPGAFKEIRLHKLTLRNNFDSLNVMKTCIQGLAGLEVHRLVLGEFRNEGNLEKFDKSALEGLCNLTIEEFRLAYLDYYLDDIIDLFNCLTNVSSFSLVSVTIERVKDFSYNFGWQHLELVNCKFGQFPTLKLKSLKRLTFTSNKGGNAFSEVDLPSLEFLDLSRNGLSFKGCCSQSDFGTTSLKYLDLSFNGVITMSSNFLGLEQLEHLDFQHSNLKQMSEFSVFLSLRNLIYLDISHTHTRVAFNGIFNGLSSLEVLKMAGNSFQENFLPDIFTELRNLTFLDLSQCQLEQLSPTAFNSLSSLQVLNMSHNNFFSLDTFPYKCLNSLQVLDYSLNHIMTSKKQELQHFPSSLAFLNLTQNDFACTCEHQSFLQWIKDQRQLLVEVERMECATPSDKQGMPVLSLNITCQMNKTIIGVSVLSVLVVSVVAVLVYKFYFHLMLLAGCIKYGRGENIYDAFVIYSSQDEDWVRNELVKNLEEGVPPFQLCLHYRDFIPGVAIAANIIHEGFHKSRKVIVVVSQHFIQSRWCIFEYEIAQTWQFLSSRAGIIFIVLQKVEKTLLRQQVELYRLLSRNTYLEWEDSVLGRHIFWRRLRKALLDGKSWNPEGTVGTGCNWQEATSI
Target sequence (Q99836 whole entry, looked up): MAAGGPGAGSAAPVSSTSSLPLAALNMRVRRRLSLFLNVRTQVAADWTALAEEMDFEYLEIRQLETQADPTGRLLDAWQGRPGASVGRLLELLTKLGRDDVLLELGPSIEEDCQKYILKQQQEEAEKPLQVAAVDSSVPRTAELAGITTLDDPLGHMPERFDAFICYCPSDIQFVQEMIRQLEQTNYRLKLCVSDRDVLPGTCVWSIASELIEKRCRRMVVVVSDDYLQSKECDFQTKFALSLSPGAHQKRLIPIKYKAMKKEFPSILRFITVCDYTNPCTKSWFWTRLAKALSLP
STAT1 act = STAT1 signaling activation | NIH 3T3 STAT1-luciferase reporter, IFN-gamma, luminescence; 100% = IFN-gamma alone, no compound | activation (% of control), % at 5.5 µM | hit rate 2.6% among 200,000 | AID 932;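 active means activation above the screen-wide mean activation plus 3 SD, cut at about 130% in these data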;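 further: raw ratio to IFN-gamma control signal so 100% means no change and 0% no light; values of inactives mirror those of a sister screen read the other way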
APP 5'UTR act = APP 5'UTR luciferase reporter activation. SH-SY5Y APP 5'UTR luciferase reporter, luminescence; zero percent = DMSO vehicle wells. activation, % at 2 µM. hit rate 1% among 190,000. AID 1276;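 active means activation above a set limit, based on mean plus 3 SD of controls, cut at about 140% in these data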; further: values of inactives mirror those of a sister screen read the other way
STAT3 blocker = STAT3 signaling inhibition; inhibition, % at 5.5 µM; hit rate 0.89% among 190,000; U3A cells, IL-6 STAT3-luciferase reporter, luminescence; host cell line lacks STAT1;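 active means inhibition above the mean inhibition across all screened compounds plus 3 SD, cut at about 44% in these data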;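 further: 0% = DMSO only wells and 100% = 100 µM nifuroxazide control wells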
Efa HMGR inh = blocks class II HMG-CoA reductase of Enterococcus faecalis; purified E. faecalis HMGR, NADPH absorbance 340 nm kinetic; AID 1066; inhibition, % at 10 µM; hit rate 0.41% among 190,000;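 active means inhibition above a set limit, the median over all tested compounds plus 3 SD, cut at about 9.5% in these data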;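 further: enzyme runs in reverse so mevalonate oxidation gives rising NADPH absorbance; 0% = complete reaction with DMSO and 100% = background rate lacking mevalonate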
STAT1 blocker = STAT1 signaling inhibition; hit rate 0.35% among 200,000; inhibition, % at 5.5 µM; AID 920; NIH 3T3 STAT1-luciferase reporter, IFN-gamma, luminescence;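 active means inhibition above a set limit, the mean inhibition across all tested compounds plus 3 SD, cut at about 34% in these data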;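 further: 0% = IFN-gamma with DMSO and 100% = IFN-gamma with 300 µM nifuroxazide; values of inactives mirror those of a sister screen read the other way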
STAT3 act = STAT3 signaling activation | U3A cells, IL-6 STAT3-luciferase reporter, luminescence; 100% = signal with IL-6 EC80 alone | AID 871 | activation (% of control), % at 5.6 µM | hit rate 0.91% among 190,000;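 active means activation above the screen-wide mean of compound activation plus 3 SD, cut at about 130% in these data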;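 further: 0% = background luminescence of wells with medium and substrate only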
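Material: human STAT1-deficient U3A cells with stable STAT3-luciferase reporter / Probe or stimulus: IL-6 stimulus at 33 ng/mL final / Schedule: 1 h compound pre-exposure, 6 h IL-6 stimulation, 37 °C / Technique: luminescence / Read-out basis: percent of IL-6-only median luminescence / Control set: IL-6-only high control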
Redox H2O2 prof = compounds producing H2O2 with reducing agent – biochemical, NIH compound library profiling, artefact control for MLSCN library redox annotation, primary screen | hit rate 0.03% among 200,000 | activation, % at 10 µM | DTT-dependent redox cycling H2O2, phenol red/HRP absorbance; 100% = 100 µM peroxide control, 0% = buffer;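 active means activation of at least 50% relative to the plate's high and low controls in the primary single-dose screen; inactive means activation below 50%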;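 further: compound incubated with DTT at 0.8 mM final as the reducing agent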
Hsp70 activator = Hsp70 transcriptional activation, primary screen. activation, % at 10 µM. HeLa Hsp70 promoter luciferase reporter, luminescence; scaled: vehicle 0, proteasome-inhibitor control 100%. AID 1203. hit rate 0.04% among 200,000;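 active means activation above the mean across all tested compounds plus 3 SD, cutoff set per campaign, cut at about 5.5% in these data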;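 further: 100% = MG132 at 30 µM as the positive control and 0% = DMSO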
NF-kB neuron act = NF-kB expression increase, human neuronal cells; AID 1239; fold change at 12.5 µM; NF-kB reporter expression; hits give high values; hit rate 1.6% among 190,000; in the data active means fold change above about 3.3
An asterisk follows results filed as active; / = no result given.

SMILES | TLR4-MyD88 BLA | STAT1 act | APP 5'UTR act | STAT3 blocker | Efa HMGR inh | STAT1 blocker | STAT3 act | Redox H2O2 prof | Hsp70 activator | NF-kB neuron act
Fc1ccc(Cn2c(SCc3ccc(F)c(F)c3)nnc2C(F)(F)F)cc1 | -5.7 | 99.2 | 2.9 | 9.8 | -6.2 | 0.9 | 94.3 | -1.6 | -0.8 | 1.87
CCOC(=O)CSC1=NC(=O)/C(=C\c2ccc(Cl)cc2)S1 | 5.3 | 114.8 | 3.3 | -13.8 | 1.3 | -16.5 | 120.9 | 2.5 | -0.2 | 1.56
C#CCOCCOCCOCCNc1nc(N2CCN(C(=O)Cn3cc(CCCN=C(N)N)nn3)CC2)nc(N2CCN(C(=O)[C@H]([C@@H](C)CC)n3cc(CCC(=O)O)nn3)CC2)n1 | -1.3 | 108.8 | 2.8 | -6.7 | -5.6 | -9.7 | 103.2 | 0.5 | -0.1 | 1.02
CCOc1ccc(Cn2ccnc2CCl)cc1[N+](=O)[O-] | -0.9 | 98.1 | 10.6 | 17.3 | 1.5 | 2.1 | 91.7 | -5.5 | -0.1 | 1
Cc1ccsc1/C=N/NC(=O)C(N)=O | 2.1 | 116.0 | 25.7 | 6.8 | 5.1 | -17.1 | 99.1 | 0.0 | -0.2 | 1.97
CC(C)COC(=O)c1ccc(NC(=O)C2C3C=CC(C3)C2C(=O)O)cc1 (stereo not drawn) | -6.8 | 137.8* | 55.9 | 1.8 | -1.9 | -41.3 | 102.0 | 3.9 | -0.3 | 1.03
COc1ccc(C(=O)C2CC2c2ccc3c(c2)OCO3)cc1 (stereo not drawn) | 16.1 | 104.4 | -10.4 | 0.9 | -3.6 | -5.8 | 100.3 | -0.2 | 1.3 | 1.2
CCS(=O)(=O)Nc1cccc(C(=O)CC2(O)C(=O)Nc3ccccc32)c1 (stereo not drawn) | -14.7 | 96.7 | 1.8 | 9.8 | 2.6 | 3.7 | 98.2 | -5.2 | -0.2 | 1.1
CC1=C(C(=O)Nc2ccccc2)C(c2ccc(C(C)C)cc2)N2C(=O)CSC2=N1 (stereo not drawn) | 0.3 | 92.0 | 3.1 | 0.6 | -7.4 | 8.7 | 98.2 | 0.1 | -0.6 | 1.28
O=C(/C=C/c1ccccc1)N/C(=C/c1ccccc1)C(=O)NCCO | 8.1 | 104.0 | 17.6 | 4.2 | -2.4 | -4.5 | 100.5 | -7.7 | 0.2 | 0.95

Four structures already listed, sorted by molar mass, low to high.
SMILES | TLR4-MyD88 BLA | STAT1 act | APP 5'UTR act | STAT3 blocker | Efa HMGR inh | STAT1 blocker | STAT3 act | Redox H2O2 prof | Hsp70 activator | NF-kB neuron act
CCOc1ccc(Cn2ccnc2CCl)cc1[N+](=O)[O-] | -0.9 | 98.1 | 10.6 | 17.3 | 1.5 | 2.1 | 91.7 | -5.5 | -0.1 | 1
CC(C)COC(=O)c1ccc(NC(=O)C2C3C=CC(C3)C2C(=O)O)cc1 (stereo not drawn) | -6.8 | 137.8* | 55.9 | 1.8 | -1.9 | -41.3 | 102.0 | 3.9 | -0.3 | 1.03
Fc1ccc(Cn2c(SCc3ccc(F)c(F)c3)nnc2C(F)(F)F)cc1 | -5.7 | 99.2 | 2.9 | 9.8 | -6.2 | 0.9 | 94.3 | -1.6 | -0.8 | 1.87
CC1=C(C(=O)Nc2ccccc2)C(c2ccc(C(C)C)cc2)N2C(=O)CSC2=N1 (stereo not drawn) | 0.3 | 92.0 | 3.1 | 0.6 | -7.4 | 8.7 | 98.2 | 0.1 | -0.6 | 1.28

Further entries follow:
SMILES | TLR4-MyD88 BLA | STAT1 act | APP 5'UTR act | STAT3 blocker | Efa HMGR inh | STAT1 blocker | STAT3 act | Redox H2O2 prof | Hsp70 activator | NF-kB neuron act
O=C(CCc1nnc(CCCCc2ccccc2)o1)N(CCO)Cc1ccccc1 | -7.4 | 101.7 | -3.6 | 1.5 | -5.1 | -2.8 | 109.6 | -1.8 | -0.1 | 1.08
Cc1ccc(CC2CC(=O)N(c3nc(C)cc(C)n3)C2=O)cc1 (stereo not drawn) | 3.3 | 93.7 | 11.8 | -0.9 | -5.2 | 5.1 | 102.8 | 0.1 | -0.1 | 1.17
Cc1cccc2c(C(=O)n3cccn3)cc(-c3ccccc3Cl)nc12 | -1.4 | 101.2 | 10.1 | 3.5 | -3.8 | -1.4 | 101.6 | 1.7 | -0.2 | 1
CCOC(=O)c1ccc(Oc2ccc(C(F)(F)F)cn2)cc1 | -2.9 | 114.9 | 30.6 | 24.9 | -0.5 | -17.6 | 83.9 | -2.7 | -0.3 | 0.94
O=C(Oc1ccc(-c2ccccc2)cc1)C1C2CCCCC21 (stereo not drawn) | -0.9 | 95.4 | -11.9 | 0.8 | 3.3 | 5.0 | 98.1 | -0.1 | 0.2 | 1.07
O=S1CCCSC1c1cccnc1 (stereo not drawn) | 8.4 | 100.1 | -5.8 | -2.3 | -6.2 | -0.1 | 105.7 | 2.4 | 0.0 | 1.09
CCc1ccccc1NC(=O)c1cc(-c2ccc(F)cc2)on1 | -14.7 | 103.3 | 19.6 | 20.0 | 0.5 | -5.7 | 89.1 | 0.3 | -0.3 | 1.14
CCCCN(C(=O)NC(=O)Nc1cccc(C)c1C)S(C)(=O)=O | 3.9 | 98.6 | 4.2 | 9.0 | -6.6 | 1.6 | 95.8 | 0.2 | 0.3 | 1.1
Cc1ccc(C(C(=O)NC2CCCCC2)N2CCN(C(=O)c3ccco3)CC2)cc1 (stereo not drawn) | 1.6 | 93.0 | -2.6 | -8.7 | -8.0 | 7.6 | 111.2 | -3.1 | 0.0 | 1.15
N#C/C(=C\c1ccc([N+](=O)[O-])cc1)c1ccccn1 | -10.2 | 131.8* | 25.1 | 22.0 | -0.4 | -35.5 | 83.0 | -0.6 | 0.1 | 2.59
Cn1c(CCC(=O)Nc2ccccc2F)nnc1SCC(=O)Nc1ccccc1Cl | -6.5 | 98.7 | 2.1 | 1.1 | -1.6 | -0.5 | 102.2 | -1.6 | 0.2 | 0.95
Cc1cccc(NC(=O)CSc2nnnn2-c2cccnc2)c1 | 4.0 | 100.2 | -0.6 | 8.7 | -10.8 | -0.3 | 98.4 | 2.1 | -0.3 | 1.09
Cc1ccc(-n2c(C)cc(C(=O)CN3CCOCC3)c2C)cc1C | 3.2 | 104.1 | 48.1 | 14.6 | -5.7 | -4.1 | 94.3 | -0.2 | -0.1 | 1.32
COc1ccc(-c2cc(C(F)F)n3ncc(C(=O)Nc4cc(C)on4)c3n2)cc1 | 7.9 | 102.9 | -5.2 | 10.4 | -2.0 | -4.8 | 93.1 | 0.7 | -0.2 | 0.95
CC(C)(C)N/N=C1\CC(c2ccccc2)Oc2ccccc21 (stereo not drawn) | -9.7 | 94.0 | -2.5 | -5.3 | -6.4 | 6.7 | 106.3 | 0.1 | 0.3 | 1.19
CCOc1ccc(/C(CCC(=O)O)=N/NC(=S)NCCc2ccccc2)cc1 | -2.0 | 90.3 | -7.5 | 8.0 | -7.5 | 9.7 | 95.3 | -2.6 | 0.0 | 1.17
Cc1ccc(S(=O)(=O)N(C)C)cc1-n1c(SCC(=O)Nc2ccc(F)cc2)nc2ccccc2c1=O | -6.4 | 100.8 | -2.8 | -3.0 | -5.8 | -0.8 | 98.8 | 0.4 | -0.4 | 0.42
CC1=CS(=O)(=O)CC1Sc1nc2ccccc2[nH]1 (stereo not drawn) | 8.0 | 99.7 | / | 8.9 | -1.9 | 0.3 | 98.1 | 0.2 | -0.4 | 0.89
N#Cc1c(N)nc2c(c1-c1ccc3c(c1)OCO3)CCCCCC2 | 9.4 | 103.6 | -14.7 | 4.3 | 0.6 | -2.4 | 100.1 | 1.0 | 0.0 | 1.02
Cn1c(=O)c2c(ncn2CC(=O)N/N=C/C(Cl)=C/c2ccccc2)n(C)c1=O | -0.9 | 94.5 | -5.0 | 9.4 | 0.6 | 6.0 | 91.2 | -0.1 | -0.3 | 1.23
CC(c1ccco1)N(C(=O)c1ccc(C#N)cc1)c1ccccn1 (stereo not drawn) | 7.9 | 104.8 | 15.8 | 7.3 | 0.3 | -5.2 | 98.7 | 0.0 | -0.2 | 1.12
O=c1c2ccccc2nnn1Cc1ccc(Br)cc1 | -8.4 | 101.1 | -1.2 | 5.7 | -1.9 | -0.6 | 97.0 | -0.4 | -0.3 | 1.18
CCOC(=O)Cn1c(=NC(=O)c2nc3ccccc3s2)sc2cc(S(N)(=O)=O)ccc21 | -28.5 | 103.4 | -8.3 | -0.9 | -4.7 | -3.9 | 98.6 | -0.2 | -0.1 | 1.03
O=C(NCC1CCS(=O)(=O)C1)Oc1ccccc1 (stereo not drawn) | -0.9 | 98.9 | -13.7 | 15.1 | -1.5 | 1.2 | 91.2 | -0.5 | -0.1 | 1.28
O=S(=O)(N/N=C1/CCCc2ccccc21)c1ccc(Br)cc1 | 2.7 | 94.1 | 0.4 | -10.2 | -0.4 | 1.7 | 109.7 | 0.7 | -0.2 | 0.82
O=C(CNC(=O)c1cccs1)N/N=C/c1ccc(O)cc1O | -2.0 | 94.8 | -15.5 | 24.0 | -2.4 | 5.0 | 87.6 | -0.6 | -0.3 | 0.99
CC(C)=CCN1CCN(Cc2cccn2-c2ncccn2)CC1CCO (stereo not drawn) | -7.1 | 97.3 | -3.5 | 1.9 | -2.0 | 1.0 | 101.5 | -1.6 | -0.1 | 1.1
CSc1ccccc1NC(=O)CN1CCCCC1C (stereo not drawn) | 5.9 | 100.6 | -2.1 | -4.3 | -4.7 | -1.0 | 110.7 | -0.3 | -0.2 | 1.16
Cc1ccc(NC(=O)c2ccc([N+](=O)[O-])cc2)cc1S(=O)(=O)N(C)C | 4.2 | 112.7 | 13.9 | -10.6 | -2.8 | -13.8 | 110.0 | -0.7 | -0.3 | 1.26
O=C(C(Cl)Cl)N1c2ccccc2OCC1c1ccccc1 (stereo not drawn) | -1.2 | 117.8 | 1.8 | 50.2* | -6.6 | -19.8 | 63.1 | 0.8 | -0.3 | 0.76
O=C(Oc1ccc([N+](=O)[O-])cc1)c1ccc2ccccc2n1 | 15.1 | 94.7 | -9.0 | -30.1 | -0.2 | 5.8 | 132.1 | -0.3 | -0.2 | 1.59
COc1ccc2c(c1)cc(C)c1nnc(SCC(=O)N(C)c3nc(-c4ccccc4)cs3)n12 | -6.3 | 100.6 | 17.7 | 2.5 | -0.2 | -0.6 | 104.2 | 1.4 | -0.3 | 0.86
O=C(NC1CC2CCC(C1)N2C(=O)NCc1ccccc1)C1CC1 (stereo not drawn) | -10.9 | 95.3 | -9.6 | -3.7 | -2.9 | 5.2 | 106.5 | 0.9 | -0.2 | 1.05
COc1ccc(OCCCC(=O)Nc2ccc3c(c2)OCCO3)cc1 | -2.8 | 105.9 | -12.7 | -8.8 | -1.0 | -6.4 | 109.5 | -2.7 | -0.3 | 1.07

Rows were taken by chance; overall some 5.6% were active at least once.
